pCIP destab – p/CIP-EGFP fusion destabilizers, primary screen, fluorescence, F442A cells; 16 h; decrease of EGFP signal, % at 10 µM; 290,000 compounds, 0.01% hits; AID 1984, 2009;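 active = EGFP signal decrease of at least 30% at 10 µM or well 3 SD below plate mean, unless failing retest; inactive = the rest, including hits failing retest or dose response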; also: some compounds called inactive have numbers as strong as hits; many of its hits are not listed in these tables
Target sequence (Q05BA5 1-1403): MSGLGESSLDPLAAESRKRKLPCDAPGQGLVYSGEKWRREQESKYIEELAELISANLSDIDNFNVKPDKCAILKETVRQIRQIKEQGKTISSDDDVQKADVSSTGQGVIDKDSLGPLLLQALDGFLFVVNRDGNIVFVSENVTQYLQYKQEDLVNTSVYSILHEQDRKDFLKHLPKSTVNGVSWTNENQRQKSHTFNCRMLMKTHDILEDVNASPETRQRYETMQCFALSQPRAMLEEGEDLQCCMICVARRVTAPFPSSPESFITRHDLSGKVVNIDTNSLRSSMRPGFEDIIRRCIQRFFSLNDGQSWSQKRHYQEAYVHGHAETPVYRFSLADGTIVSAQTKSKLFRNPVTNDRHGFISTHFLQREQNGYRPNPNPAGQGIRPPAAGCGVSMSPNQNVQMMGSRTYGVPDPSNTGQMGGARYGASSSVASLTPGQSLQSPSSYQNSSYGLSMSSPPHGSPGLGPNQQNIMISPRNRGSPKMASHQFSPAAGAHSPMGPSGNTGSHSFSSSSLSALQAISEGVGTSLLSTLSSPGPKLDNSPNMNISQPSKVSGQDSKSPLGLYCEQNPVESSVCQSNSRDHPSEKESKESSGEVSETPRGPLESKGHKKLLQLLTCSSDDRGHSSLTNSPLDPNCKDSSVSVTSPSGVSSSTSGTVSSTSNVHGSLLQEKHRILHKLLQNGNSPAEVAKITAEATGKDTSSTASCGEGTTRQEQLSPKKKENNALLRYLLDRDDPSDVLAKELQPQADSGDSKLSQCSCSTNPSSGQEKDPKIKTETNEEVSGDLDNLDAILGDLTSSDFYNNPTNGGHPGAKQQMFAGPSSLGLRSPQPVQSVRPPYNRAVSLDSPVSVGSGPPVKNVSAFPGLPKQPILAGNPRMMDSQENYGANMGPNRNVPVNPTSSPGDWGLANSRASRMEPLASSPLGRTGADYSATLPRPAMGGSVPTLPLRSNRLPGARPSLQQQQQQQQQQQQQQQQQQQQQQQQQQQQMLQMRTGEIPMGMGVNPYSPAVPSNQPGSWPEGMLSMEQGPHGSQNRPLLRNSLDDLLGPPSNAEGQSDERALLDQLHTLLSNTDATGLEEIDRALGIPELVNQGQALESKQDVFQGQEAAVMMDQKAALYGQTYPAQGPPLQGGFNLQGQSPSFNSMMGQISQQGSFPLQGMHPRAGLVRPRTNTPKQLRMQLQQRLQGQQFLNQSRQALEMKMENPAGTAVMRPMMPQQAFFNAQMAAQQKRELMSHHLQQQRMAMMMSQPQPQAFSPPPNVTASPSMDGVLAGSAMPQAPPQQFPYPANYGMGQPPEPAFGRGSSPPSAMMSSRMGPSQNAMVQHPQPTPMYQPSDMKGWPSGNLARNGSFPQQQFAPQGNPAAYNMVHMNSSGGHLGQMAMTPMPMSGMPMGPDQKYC
IDE cell inh – human IDE inhibitors in live cells, primary screen, fluorescence polarization, HEK cells, FAbetaB substrate; Insulin-degrading enzyme (Homo sapiens), P14735; FAbetaB cleavage; inhibition, % at 5.59 µM; 320,000 compounds, 0.41% hits;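 active = percent inhibition above the average of all tested compounds plus 3 SD, set per screening campaign, cut at about 16% in these data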;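 also: IDE supplied by intact live HEK cells; FP after avidin binding of uncleaved biotin substrate so inhibition keeps polarization high; 0% = DMSO wells and 100% = 60 µM reference IDE inhibitor Ii1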
IDE act – human IDE activators in live cells, primary screen, fluorescence polarization, HEK cells, FAbeta-B substrate; FAbeta-B cleavage; 0% vehicle, 100% cell-free pure enzyme wells; activation, % at 5.96 µM; 340,000 compounds, 0.073% hits;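 active = activation above the mean of all tested compounds plus 3 SD, set per screening campaign, cut at about 17% in these data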
VIM-2 inhibitor – VIM-2 metallo-beta-lactamase inhibitors, primary screen, biochemical, epi-absorbance readout, Pseudomonas aeruginosa enzyme; inhibition, % at 5.6 µM; 290,000 compounds, 0.89% hits; purified VIM-2, nitrocefin hydrolysis, epi-absorbance fluorescence;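 active = inhibition above the mean of all tested compounds plus 3 SD, cutoff set per screening run, cut at about 7.5% in these data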;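 also: red hydrolysis product quenches plate fluorescence so inhibitors raise well fluorescence; 0% = enzyme with DMSO and 100% = DMSO without enzyme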
IMP-1 inhibitor – IMP-1 metallo-beta-lactamase inhibitors, primary screen, biochemical, epi-absorbance readout, Pseudomonas aeruginosa enzyme. metallo-beta-lactamase IMP-1 (Pseudomonas aeruginosa). purified IMP-1, nitrocefin hydrolysis, epi-absorbance fluorescence. inhibition, % at 5.6 µM. 290,000 compounds, 0.45% hits. AID 1556, 2009;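 active = inhibition above the mean plus 3 SD of all compounds in the same screening run, cut at about 4.5% in these data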;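 also: 0% = IMP-1 with DMSO and 100% = DMSO wells lacking enzyme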
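System: purified IMP-1; amount: IMP-1 0.2 nM before substrate addition; compound: single dose, 5.6 µM; times: 25 °C, 15 min preincubation, 25 min reaction; signal: Epi-absorbance via hydrolysed-nitrocefin quenching of white-plate fluorescence, 480/530 nm, EDTA stop; benchmarks: DMSO with and without IMP-1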
PfM18AAP inh – PfM18AAP inhibitors, malaria aminopeptidase, primary screen, biochemical, QFRET, recombinant enzyme. H-Glu-NHMec fluorogenic cleavage. inhibition, % at 7.35 µM. 290,000 compounds, 1.2% hits;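 active = inhibition above the campaign mean inhibition over all tested compounds plus 3 SD, cut at about 28% in these data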;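 also: 0% = plate median of test compound wells and 100% = 2 mM ZnCl2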
DNA FID counter – compounds displacing fluorescent DNA intercalator, primary screen, artefact control for HCV NS3 helicase inhibitor project, biochemical, FID fluorescence; DNA fluorescent intercalator displacement; AID 1845, 2009; 290,000 compounds, 0.17% hits; inhibition, % at 7.9 µM; in the data active = inhibition above about 37%;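 also: 0% = vehicle and 100% = reference compound; higher means more ethidium bromide displaced from hairpin DNA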
SUMO HTRF inh – inhibitors of in vitro SUMOylation cascade, primary screen, biochemical, HTRF, uHTS | SUMO-conjugating enzyme UBC9 (Homo sapiens), P63279 | HTRF SUMOylation assay, SAE1/SAE2 + UBC9 | inhibition, % at 35 µM | 290,000 compounds, 0.36% hits | AID 2006, 2009; in the data active = inhibition above about 50%, passing the limit was not always enough; also: strong numbers were not always called active
HCV NS3 hel inh – inhibitors of HCV NS3 helicase, primary screen, biochemical, Cy5 molecular beacon fluorescence | NS3 helicase DNA unwinding | inhibition, % at 10.9 µM | 290,000 compounds, 0.56% hits | AID 1800, 2009;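 active = inhibition above the mean of all tested compounds plus 3 SD, set per campaign, cut at about 35% in these data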;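 also: 0% = DMSO wells and 100% = thioflavine S control wells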
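Control set: DMSO versus 110 µM thioflavine S; Material: NS3 helicase fragment of HCV; Measured by: Cy5 fluorescence at 0 and 60 min, beacon hairpin quenching; Read-out basis: percent inhibition from t60/t0 fluorescence ratio; Times: reaction time 60 min, 25 °C; Repeats: single replicate; Compound dosing: single dose, 10.9 µM nominal final, DMSO 0.8% final.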
* = called active by the depositor; x = not tested or not shown.

SMILES	pCIP destab	IDE cell inh	IDE act	VIM-2 inhibitor	IMP-1 inhibitor	PfM18AAP inh	DNA FID counter	SUMO HTRF inh	HCV NS3 hel inh
Cc1cc(NS(=O)(=O)c2ccc(NC(=O)c3cc(-c4ccccc4Cl)nc4ccccc34)cc2)no1	3.1	0.4	-1.1	0.6	-3.7	-1.0	-40.7	10.0	-1.3
Cc1ccc(S(=O)(=O)NCc2ccccc2)cc1C(=O)N1CCCCC1	1.4	-2.5	4.9	-0.7	0.6	2.5	-30.6	-7.4	13.1
CC(=O)O/N=C(/c1nonc1N)N(C)C	-8.0	-4.1	2.8	-1.3	-1.3	4.6	0.0	7.1	-9.8
CCc1cc(=O)oc2cc(OC(C)C(=O)NCC(O)c3ccccc3)c(Cl)cc12 (stereo not given)	7.4	3.3	2.8	0.4	-3.7	3.4	-33.6	-8.3	10.4
CN=C1SC(CC(=O)Nc2cccc(C(F)(F)F)c2)C(=O)N1C (stereo not given)	4.3	-5.2	7.0	-5.9	-4.1	3.2	-4.9	-9.7	-3.9
Cc1csc2nc(CNC(=O)CCC(=O)O)cn12	-9.1	-2.5	2.8	-0.2	-3.0	2.9	-1.5	-5.9	1.1
COc1ccc(NC(=O)C(=O)NCCN2CCN(C(=O)C(c3ccccc3)c3ccccc3)CC2)cc1	5.1	6.8	1.2	-6.5	-2.2	2.1	-8.7	-1.5	0.5
CCOc1ccccc1NC(=O)NNC(=O)CCc1ccc(OC)cc1	-0.5	x	-0.4	-2.5	-2.2	-1.3	-24.6	2.9	-2.5
CCOc1ccc(S(=O)(=O)N2CCCC(C(=O)N3CCC(C(N)=O)CC3)C2)cc1Cl (stereo not given)	-9.4	2.3	3.7	-1.9	-1.1	-4.1	-19.1	9.9	-4.0
COc1ccccc1CC(=O)NC1CC1	-2.7	0.2	-2.4	-1.6	-1.1	-0.9	1.3	12.6	7.8
CCc1c(C)nc2ncnn2c1N1CCCC(C(=O)NCc2ccc3c(c2)OCO3)C1 (stereo not given)	-12.7	3.2	-4.1	-0.2	-2.2	-1.9	-23.7	-15.8	-7.1
CCOC(=O)c1ccc(C(=S)N2CCCC2)cc1	-2.3	x	5.1	1.1	-0.8	13.4	-11.2	3.7	1.7
CCOC(=O)c1sc(/N=C/c2c(C)[nH]n(-c3ccccc3)c2=O)c(C#N)c1C	6.5	-2.0	x	-3.0	-1.7	-12.6	-1.1	10.0	-3.1
CC(C)OC(=O)CSc1nc2ncc(Cl)cc2[nH]1	0.0	-2.6	-2.0	-2.0	-3.8	0.2	1.1	7.6	6.5
O=C(COc1ccc(S(=O)(=O)N2CCOCC2)cc1)NCc1ccco1	7.6	7.9	-0.7	-1.9	-6.3	-4.3	-3.7	8.4	6.0
COCCCNC(=O)CN1C(=O)c2ccccc2C1=O	7.0	2.3	5.2	-1.1	-2.1	6.1	0.3	12.3	2.9
O=C(Nc1ccccc1)Nc1nccs1	0.5	-0.9	-1.6	0.5	-1.4	2.1	6.9	-27.7	-5.5
Nc1c(-c2ccsc2)cnc2ncnn12	8.2	1.5	-1.8	-0.8	-3.6	0.3	1.9	13.4	2.8
C=CCOC(=O)C1=C(C)NC(SCC(=O)N(CC)CC)=C(C#N)C1c1ccccc1 (stereo not given)	-9.3	0.7	14.3	1.2	-1.2	-6.2	-30.6	6.5	2.7
CCOc1ccc(Cn2c(O)cc(=O)[nH]c2=O)cc1	-1.9	2.3	4.5	0.7	-5.0	-11.5	-23.9	29.2	26.6
O=C(CCCCCn1c(=S)[nH]c2cc3c(cc2c1=O)OCO3)N1CCN(C2CCCCC2)CC1	-1.3	-1.1	1.1	-5.5	-2.1	3.5	12.0	12.9	-0.4
Cc1cccc(NC2=NC3(CCCCC3)N=C(N)N2)c1	x	-4.8	5.3	-2.5	-1.6	2.1	1.2	x	6.0
Cc1c(Br)c([N+](=O)[O-])nn1CC(=O)Nc1nccs1	-5.3	-6.6	5.8	-0.6	-0.5	-2.0	6.2	-4.2	0.1
Cc1cc(N)ccc1NC(=O)c1ccccc1	-0.9	2.9	6.0	-0.3	-1.8	4.0	8.1	20.7	-10.6
Cc1cc(Oc2ccc(=O)n(C)n2)nc(SCCOc2ccccc2)n1	-7.8	4.8	4.7	0.3	-1.5	-2.2	-24.8	17.4	-16.6
COc1ccc(NC(=O)COc2cc(O)c3c(c2)OC(C)(C)CC3=O)cc1	1.0	-0.1	1.6	-2.5	-2.2	0.8	-30.2	6.4	-10.8
COc1ccc(C(=O)OC(C(=O)c2ccc(C)cc2)c2ccccc2)cc1 (stereo not given)	2.8	-0.2	9.1	-2.2	-3.0	-4.6	-10.2	-17.7	-9.6
CCCNS(=O)(=O)c1ccc(CCC(=O)NCc2ccc3c(c2)OCO3)cc1	0.9	3.6	3.4	-1.1	-4.9	0.4	-8.0	3.8	-2.4
CCCc1cc(C(=O)N2CCCC(N3CCN(c4ccccc4F)CC3)C2)n(C)n1 (stereo not given)	-5.3	1.2	0.2	-2.2	-1.7	-1.3	-35.1	0.2	9.1
Cc1ccc2[nH]c(=O)c(CN(C(=O)c3cccc([N+](=O)[O-])c3)C(C)(C)C)cc2c1	2.4	-2.1	4.1	-0.7	-3.6	-4.8	-5.7	0.3	-1.2

3 entries out of the list, ordered by formula weight, lowest first:
SMILES	pCIP destab	IDE cell inh	IDE act	VIM-2 inhibitor	IMP-1 inhibitor	PfM18AAP inh	DNA FID counter	SUMO HTRF inh	HCV NS3 hel inh
Nc1c(-c2ccsc2)cnc2ncnn12	8.2	1.5	-1.8	-0.8	-3.6	0.3	1.9	13.4	2.8
Cc1cc(Oc2ccc(=O)n(C)n2)nc(SCCOc2ccccc2)n1	-7.8	4.8	4.7	0.3	-1.5	-2.2	-24.8	17.4	-16.6
CCc1cc(=O)oc2cc(OC(C)C(=O)NCC(O)c3ccccc3)c(Cl)cc12 (stereo not given)	7.4	3.3	2.8	0.4	-3.7	3.4	-33.6	-8.3	10.4

(listing goes on)
SMILES	pCIP destab	IDE cell inh	IDE act	VIM-2 inhibitor	IMP-1 inhibitor	PfM18AAP inh	DNA FID counter	SUMO HTRF inh	HCV NS3 hel inh
CCOC(=O)c1c(C)[nH]c(C)c1S(=O)(=O)N(C)CC(=O)N(C)Cc1ccccc1	-10.3	1.9	-3.2	-2.2	-3.6	-0.7	-37.7	13.0	8.9
COc1ccc(CCN2CC(C(=O)N3CCCCCC3)CCC2=O)cc1 (stereo not given)	-9.3	-0.7	2.0	1.2	-0.6	-5.6	-25.3	5.3	5.4
Nc1nc(SCc2ccccc2)ns1	-8.1	-3.5	2.8	1.0	-0.5	-0.9	-4.0	8.2	4.2
Cc1ccc(NC(=O)c2nc[nH]c2C(=O)N2CCN(c3ccccc3)CC2)cc1	3.3	1.0	-3.2	x	x	x	x	17.4	x
CCCCN(CCCC)CCNC(=O)c1ccc2nc(-c3ccccc3NC(C)=O)c(=O)[nH]c2c1	3.3	1.1	3.9	-3.2	-2.2	6.3	-2.0	5.5	-0.5
COc1cccc(CN(CC2CCCO2)S(=O)(=O)c2ccc(S(=O)(=O)NCC3CCCO3)cc2)c1OC (stereo not given)	1.8	5.2	1.4	-5.0	0.0	-4.8	-42.1	-10.3	-10.4
Cc1ccc(NC(=O)Cn2cnc3c(nnn3Cc3ccc(F)cc3)c2=O)cc1	-2.4	0.2	-2.9	-4.0	-1.9	0.4	0.6	25.9	-0.5
O=S(=O)(NCCN1CCCC1)c1cccc2cccnc12	-4.3	3.9	4.5	0.6	-1.7	-7.8	3.3	12.2	-9.8
CCN1C(=O)/C(=C/c2cc(C)n(C)c2C)SC1=Nc1ccc(OC)cc1	1.3	4.5	-3.7	-0.6	-2.4	15.2	-14.0	-2.3	5.1
CC(C)(C#N)NC(=O)c1ccco1	-2.6	5.6	4.3	-0.1	0.4	-0.1	-1.9	7.1	1.2
CCOC(=O)N1CCN(C(=O)c2c(-c3ccccc3)noc2C)CC1	-9.1	8.9	1.6	-0.3	-1.1	1.8	-7.6	-8.5	-8.7
COc1ccc(C)cc1S(=O)(=O)N1CCC(C)CC1	8.9	8.3	0.3	0.1	-2.2	5.9	-12.2	9.0	-8.4
CC1(C)CC(=O)C=C(Nc2ccc(Br)cc2F)C1	-10.8	11.3	-5.8	-3.0	-2.4	-5.8	-7.3	1.0	-1.4
O=C(Nn1cc(C(=O)Nc2ccc(F)cc2F)c2ccccc2c1=O)c1cnccn1	-0.1	-3.0	3.4	-0.4	-2.0	2.0	-11.5	-6.2	-2.3
Cc1ccc(NC(=O)C(C)SCc2nc3sc4c(c3c(=O)[nH]2)CCCC4)nc1 (stereo not given)	-12.6	0.5	-1.2	-2.4	-2.5	7.5	-27.0	9.8	13.9
Cc1cc(C(=O)Cn2nc(C(=O)O)c3ccccc3c2=O)c(C)n1-c1cccc(C(F)(F)F)c1	-9.3	-1.8	7.7	-2.1	-2.7	-2.1	-9.8	-10.0	25.1
CCOc1c(Br)cc(CNc2ccc(N3CCOCC3)cc2)cc1OC	-10.9	-0.8	-1.4	-3.7	-15.2	12.8	-3.2	1.0	18.3
CSc1nc2sc(-c3ccccc3)cc2c(=O)n1N	-14.1	2.2	-1.8	-0.5	-3.2	-7.2	-5.8	10.5	7.4
COc1ccc(Cl)cc1NC(=O)COC(=O)CCc1cc(OC)c(OC)c(OC)c1	0.7	1.0	3.8	-0.8	-2.8	2.4	-41.8	-9.5	-10.4
Cc1ccc(S(=O)(=O)NCC(=O)N(c2ccccc2)C(C(=O)NCc2ccccc2)c2ccco2)cc1 (stereo not given)	4.3	-3.4	4.7	-4.7	-3.6	6.1	-41.7	-15.1	-4.1
CCN(C(=S)NCc1ccccc1)c1ccccc1	9.4	-3.9	-3.9	-1.6	-2.3	-4.7	-2.6	2.9	6.1
O=C(Nc1nnc(-c2ccc(Cl)cc2)o1)c1cccc(N2C(=O)CCC2=O)c1	10.1	7.9	6.2	-4.3	-3.4	1.6	-16.6	-7.9	-12.7
CCOc1ccc(CN(C)CC(O)COC(c2ccc(OC)cc2)c2ccc(OC)cc2)cc1 (stereo not given)	7.5	3.4	8.1	-1.5	-3.1	0.9	28.6	-21.9	-78.0
O=[N+]([O-])c1cc(C(F)(F)F)cc([N+](=O)[O-])c1N1CCCNCC1	-11.8	0.5	1.3	-2.1	-2.0	1.3	7.3	-7.8	-1.4
O=C(c1cccc(-c2ccc(O)cc2)c1)N1CCOCC1	1.8	-1.2	-0.9	0.6	-5.3	3.0	-2.9	27.5	2.4
Cc1cc(C)cc(N=C2NC(=O)/C(=C/c3cccs3)S2)c1	-14.7	4.8	1.2	-6.8	-3.2	0.8	-8.9	22.1	5.1

High-throughput results as filed in PubChem BioAssay.

Outcome played no part in choosing rows; any-hit rate near 3.6%.
